High-throughput results deposited in PubChem by several laboratories.
CHRM5 antagonist: human M5 muscarinic receptor antagonists, primary screen, CHO cells, Fluo-8 calcium fluorescence | CHO-hM5 cells, ACh EC80 | inhibition, % at 3 µM | hit rate 0.59% among 360,000;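 active means inhibition above a per-plate cutoff, the mean of that plate's test compounds plus 3 SD, cut at about 27% in these data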;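 further: 0% = acetylcholine EC80 with DMSO and 100% = DMSO without agonist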
CRFR2-BP ag: agonists of CRF-BP/CRF-R2 complex, primary screen, cell-based, HEK293, calcium dye fluorescence, uHTS; calcium dye fluorescence (FLIPR); percent of saturating CRF peptide response; activation, % at 13.2 µM; hit rate 0.46% among 350,000;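 active means activation of at least 50%, plus an integration ratio under a set limit after plate pattern correction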;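 further: plate controls were neutral control wells without compound for no effect and CRF at EC100 for full effect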
CHRM4 PAM: human M4 muscarinic receptor positive allosteric modulators, primary screen, CHO-K1 cells, Fluo-8 calcium fluorescence. Muscarinic acetylcholine receptor M4 (Homo sapiens), P08173. CHO-K1 hM4/Gqi5, ACh EC20; 0% = ACh EC20, 100% = maximal ACh. activation, % at 3 µM. hit rate 0.4% among 360,000. AID 624126, 2012;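 active means activation above its plate's cutoff, the mean activation of sample wells plus 3 SD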; further: some results filed as inactive read as strong as hits
CHRM5 PAM: human M5 muscarinic receptor positive allosteric modulators, primary screen, CHO-K1 cells, Fluo-8 calcium fluorescence | activation, % at 3 µM | CHO-K1 hM5, ACh EC20 PAM; 0% = ACh EC20, 100% = ACh EC100 | hit rate 0.3% among 360,000 | AID 624038, 2012 | Muscarinic acetylcholine receptor M5 (Homo sapiens), P08912;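 active means activation above the run cutoff, the mean activation of all test compounds plus 3 SD, cut at about 18% in these data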
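Assay system: CHO-K1 hM5 cells / Incubation: Fluo-8 loading 80 min at 37 °C plus 30 min room temperature / Technique: Fluo-8 calcium dye fluorescence, kinetic read / Repeats: single replicate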
CRFR2-BP antag: antagonists of CRF-BP/CRF-R2 complex, primary screen, cell-based, HEK293, calcium dye fluorescence, uHTS. CRF-induced calcium fluorescence. inhibition, % at 11.8 µM. hit rate 0.59% among 350,000. AID 588475, 2011;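 active means inhibition of the ligand-induced calcium signal above about 50% at the single tested concentration, limit read from the data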
M4 antag: human M4 muscarinic receptor antagonists, primary screen, CHO cells, Fluo-8 calcium fluorescence | Muscarinic acetylcholine receptor M4 (Homo sapiens), P08173 | CHO-hM4 cells, ACh EC80 | inhibition, % at 3 µM | hit rate 0.73% among 360,000;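 active means inhibition above its plate's cutoff, the mean inhibition of sample wells plus 3 SD, cut at about 27% in these data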;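 further: 0% = acetylcholine EC80 with DMSO and 100% = DMSO without agonist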
IDE inh: human IDE inhibitors in live cells, primary screen, fluorescence polarization, HEK cells, FAbetaB substrate; Insulin-degrading enzyme (Homo sapiens), P14735; FAbetaB cleavage; inhibition, % at 5.59 µM; hit rate 0.41% among 320,000;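 active means percent inhibition above the average of all tested compounds plus 3 SD, set per screening campaign, cut at about 16% in these data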;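 further: IDE supplied by intact live HEK cells; FP after avidin binding of uncleaved biotin substrate so inhibition keeps polarization high; 0% = DMSO wells and 100% = 60 µM reference IDE inhibitor Ii1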
Target sequence (P14735 whole entry, looked up): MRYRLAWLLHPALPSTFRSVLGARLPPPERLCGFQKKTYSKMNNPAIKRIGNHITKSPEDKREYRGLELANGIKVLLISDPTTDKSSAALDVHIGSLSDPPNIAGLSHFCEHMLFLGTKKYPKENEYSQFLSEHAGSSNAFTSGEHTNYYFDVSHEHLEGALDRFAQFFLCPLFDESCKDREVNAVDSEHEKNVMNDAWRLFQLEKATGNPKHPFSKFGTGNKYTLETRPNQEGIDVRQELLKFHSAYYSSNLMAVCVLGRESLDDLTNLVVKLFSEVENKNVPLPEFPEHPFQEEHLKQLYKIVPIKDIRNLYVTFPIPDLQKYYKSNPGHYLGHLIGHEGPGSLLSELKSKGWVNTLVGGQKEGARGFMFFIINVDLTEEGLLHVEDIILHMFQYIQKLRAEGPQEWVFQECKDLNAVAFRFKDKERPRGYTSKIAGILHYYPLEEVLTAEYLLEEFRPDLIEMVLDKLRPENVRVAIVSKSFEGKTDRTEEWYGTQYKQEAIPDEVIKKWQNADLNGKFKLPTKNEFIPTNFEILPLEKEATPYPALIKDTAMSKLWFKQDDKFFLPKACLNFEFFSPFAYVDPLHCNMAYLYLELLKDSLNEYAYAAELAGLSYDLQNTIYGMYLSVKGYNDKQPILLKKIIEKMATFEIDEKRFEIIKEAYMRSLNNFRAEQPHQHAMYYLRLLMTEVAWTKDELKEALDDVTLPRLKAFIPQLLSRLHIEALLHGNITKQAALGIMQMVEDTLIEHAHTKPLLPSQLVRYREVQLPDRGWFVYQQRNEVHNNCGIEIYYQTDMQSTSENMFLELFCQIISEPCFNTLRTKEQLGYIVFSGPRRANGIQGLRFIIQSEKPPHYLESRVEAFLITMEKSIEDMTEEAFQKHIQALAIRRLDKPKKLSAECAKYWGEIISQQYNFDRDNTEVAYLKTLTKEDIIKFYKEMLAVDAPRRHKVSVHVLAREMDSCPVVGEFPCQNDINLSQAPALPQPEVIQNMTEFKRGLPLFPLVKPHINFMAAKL
CHRM5 agonist: human M5 muscarinic receptor agonists, primary screen, CHO-K1 cells, Fluo-8 calcium fluorescence | Muscarinic acetylcholine receptor M5 (Homo sapiens), P08912 | CHO-K1 hM5 cells; 0% DMSO wells, 100% maximal acetylcholine response | activation, % at 3 µM | hit rate 0.19% among 360,000 | AID 624037, 2012;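 active means activation above the run's mean over test compounds plus 3 SD, cut at about 23% in these data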;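 further: signal is peak over basal fluorescence ratio across the kinetic read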
CHRM4 agonist: human M4 muscarinic receptor agonists, primary screen, CHO-K1 cells, Fluo-8 calcium fluorescence | CHO-K1 hM4/Gqi5; vehicle 0%, full acetylcholine response 100% | activation, % at 3 µM | hit rate 0.14% among 360,000 | AID 624127, 2012;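 active means activation above the run mean over all test wells plus 3 SD, cut at about 32% in these data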;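 further: peak over basal fluorescence ratio per well then scaled between controls; 0% = DMSO wells and 100% = acetylcholine at EC100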
An asterisk follows results filed as active; / = not tested or not shown. Outcome played no part in choosing rows; any-hit rate near 2.9%.

SMILES	CHRM5 antagonist	CRFR2-BP ag	CHRM4 PAM	CHRM5 PAM	CRFR2-BP antag	M4 antag	IDE inh	CHRM5 agonist	CHRM4 agonist
Cc1ccc(C)c(S(=O)(=O)NC(C)C(=O)NCc2ccccn2)c1 (stereo not given)	0.3	2.3	1.0	-2.6	10.4	-5.4	-1.7	-3.8	0.1
O=C(Cc1cccs1)N1CCCC(c2nc3c(nnn3Cc3ccc(F)cc3)c(=O)[nH]2)C1 (stereo not given)	2.4	1.3	9.9	2.0	-5.2	7.6	3.4	2.4	1.7
CCN(CC)S(=O)(=O)c1ccc(C(=O)Nc2cc(C)cc(C)c2)cc1	-5.4	0.2	2.0	0.1	18.7	-12.3	-2.2	-12.1	0.6
Cc1ccc(NC(=O)CCCNC(=O)c2ccc(Cl)cc2)cc1S(=O)(=O)N1CCOCC1	6.9	-1.1	16.5	-4.5	11.7	-11.7	3.8	-3.5	0.8
COC(=O)c1cc(NS(=O)(=O)c2ccc(NCc3cccnc3)c([N+](=O)[O-])c2)cc(C(=O)OC)c1	-1.4	0.3	-1.8	4.3	14.5	1.3	-4.0	0.5	0.9
Clc1nc(Cl)nc(NCCC2=CCCCC2)n1	14.1	-2.7	-18.9	1.2	3.0	2.5	-4.5	-4.0	0.5
CC(NC(=O)Cc1cccs1)C(c1cccs1)N1CCN(c2ccccc2)CC1 (stereo not given)	-1.6	2.1	3.2	-2.9	-3.8	-0.7	-2.6	-2.1	0.1
O=c1cc(CN2CCN(C/C=C/c3ccccc3)CC2)c2cc(O)ccc2o1	4.8	-0.8	-9.9	-6.4	-19.1	-0.4	5.6	-4.3	9.1
CC(C)Oc1ccc(CN2CCC(n3nccc3NC(=O)C3CC3)CC2)cc1	-10.8	0.7	6.1	4.5	-14.0	-8.6	1.2	-4.3	2.3
CCCN=C(N)/C(C(=O)OCC)=C(\O)c1ccc(OC)cc1	-0.5	-0.3	7.1	3.1	-5.7	-1.2	9.8	3.1	0.1
COc1ccc(C2NCCc3c2[nH]c2ccccc32)cc1CN1CCc2cc(OC)c(OC)cc2C1C (stereo not given)	-2.4	3.6	-5.8	10.2	7.6	10.4	/	-9.2	5.3
COCCCNC1=C(C#N)C(=O)NC2(CCCC2)S1	0.8	0.1	0.1	0.7	-28.5	-9.1	/	-0.7	0.9
CCCCC/C=N/NC(=O)c1[nH]c2ccc([N+](=O)[O-])cc2c1C	9.0	-4.8	-14.8	-16.5	-27.6	-13.0	-0.6	1.9	9.7
COc1ccc(NC(=O)C2CCCN2S(=O)(=O)c2ccc3c(c2)C(C)(C)C(=O)N3C)cc1 (stereo not given)	-1.1	/	7.6	0.4	/	-23.2	/	-2.0	2.3
O=[N+]([O-])c1ccccc1/C=N/Nc1nc(N2CCCC2)nc(N2CCCC2)n1	14.8	-1.1	-10.0	-5.5	1.1	0.5	6.5	-1.5	7.9
CN(CC(=O)Nc1ccccc1Cl)C(=O)COC(=O)CSc1ccc(F)cc1	4.9	-2.2	2.4	-3.7	5.6	-2.6	2.0	2.0	8.2
CCc1nc2ccc(C(=O)NCCCN3CCCC3=O)cn2c1N(C)C(=O)c1cccc(OC)c1	10.4	/	3.1	-2.2	/	-3.4	/	2.0	0.5
O=C(O)CC(=O)Nc1ccccc1	-1.6	0.4	-2.3	-0.4	15.5	14.9	-1.3	-2.1	0.1
Oc1ccc(Br)cc1-c1n[nH]c(=S)n1Cc1ccccc1	3.4	-1.8	0.2	1.9	7.1	-12.6	3.0	-9.8	-0.1
COc1nccnc1NS(=O)(=O)c1ccc(NC(=S)NC(=O)c2ccccc2F)cc1	3.0	1.8	-10.7	-5.5	-33.4	-11.9	3.0	-0.2	9.4
Cc1ccc(S(=O)(=O)/N=C(\CCl)N2CCOCC2)cc1	-7.2	-0.8	7.8	11.1	14.4	0.1	0.4	-0.7	0.3
N/C(=N\OC(=O)C(c1ccccc1)c1ccccc1)c1cccnc1	13.7	-0.3	-1.8	-6.2	37.5	-5.4	0.7	-3.4	-3.5
Cc1cccc(N(CC(=O)NCc2ccco2)S(=O)(=O)c2ccccc2)c1	-1.3	0.0	0.8	0.6	-6.5	-0.2	/	0.3	4.5
CCOC(=O)c1ccc(NC(=O)CCc2ccc(CC)o2)cc1	0.5	1.4	-2.5	-4.4	0.6	5.9	-0.3	-5.5	-0.2
COc1ccc(S(=O)(=O)N(Cc2ccccc2)Cc2nc(-c3ccccc3)no2)cc1	-4.8	7.8	1.3	2.0	12.0	-7.2	8.4	-3.6	0.3
COc1cc(C2C(C(=O)C(C)(C)C)=C(O)C(=O)N2Cc2ccccc2)ccc1O (stereo not given)	-5.9	-1.2	4.3	1.3	-2.7	-2.9	-2.1	0.5	0.5
Cn1c(=O)c2c(ncn2CC(=O)N/N=C/C=C/c2ccccc2)n(C)c1=O	-1.9	1.4	4.2	-2.0	-5.4	3.3	5.4	-0.8	1.7
CCOC(=O)C1=C(C)N(C)C(C)=C(C(=O)OCC)C1c1cccnc1	-8.8	-3.2	-5.7	0.3	12.6	-2.9	4.7	-11.5	0.0
Cc1ccc(C)c(N=C2NC(=O)CS2)c1	-5.7	-2.5	7.5	4.4	-5.4	2.1	0.6	-2.5	-0.1
COCC1CCN(C(=O)c2cc(COc3ccc(-n4cncn4)cc3)on2)CC1	-17.3	-0.8	5.9	7.2	4.2	-12.4	-7.0	0.6	5.7
COc1cccc(CN2CCC2(C)C(=O)Nc2cccc(NS(C)(=O)=O)c2)c1OC (stereo not given)	2.1	/	-4.8	-6.4	/	-1.3	/	0.0	5.5
CCOCCCNC(=O)Cc1ccc(Br)cc1	1.8	-2.1	2.0	-1.3	-4.5	3.0	-4.5	-2.7	-0.2
CC(OC(=O)c1ccccn1)C(=O)Nc1nc(-c2ccc(F)c(F)c2)cs1 (stereo not given)	9.4	-4.3	-2.0	-2.8	-10.3	-7.6	5.4	1.7	7.6
CC(C)(C)NC(=O)Cc1ccc(S(=O)(=O)N2CCCC2)s1	-5.0	-0.2	4.6	6.2	-11.9	8.7	-0.1	1.8	-0.2
COc1cccc(-n2cnnc2SC(C)C(=O)NC2CCCC2)c1 (stereo not given)	-13.7	-0.8	1.9	5.4	-15.5	5.0	-0.7	3.4	0.4
Cc1cccc2c(N)c3c(nc12)CCCC3 (tested in a mixture with another compound)	5.0	-0.6	-3.0	4.4	-11.1	9.2	/	-3.5	0.2
OCCN1CCN(c2nc(-c3ccccc3)c3cc(Br)ccc3n2)CC1	0.5	0.1	0.0	-3.3	-13.5	-6.8	-0.5	-3.6	1.8
Cn1c(=O)c2c(nc(Cl)n2CC(=O)NC2(C#N)CCCCC2)n(C)c1=O	-8.0	-1.8	-5.2	-1.3	4.3	6.6	-2.8	-6.3	-0.3
O=C(CC1CCCC1)NNC(=O)c1ccc(Br)cc1	10.7	0.0	1.0	-9.5	-4.7	0.7	-3.0	0.3	2.0
O=S(=O)(c1ccc(Cl)c(NC(=S)Nc2ccccc2N2CCOCC2)c1)N1CCOCC1	6.4	-1.0	7.8	-3.7	3.5	6.4	5.2	-5.8	0.5
Cc1ccc(S(=O)(=O)N2C(c3cccc(Cl)c3)CC=C(C(=O)O)C2c2cccc(Cl)c2)cc1 (stereo not given)	1.8	/	-0.1	1.4	/	-7.1	/	-2.0	1.9
CCCCN(C(=O)c1ccc(Cl)c([N+](=O)[O-])c1)c1c(N)n(CCC)c(=O)[nH]c1=O	-6.9	-1.3	2.2	6.2	9.7	5.2	4.7	-3.1	0.6
O=C(CN(c1ccc(Br)cc1)S(=O)(=O)c1ccc(Cl)c([N+](=O)[O-])c1)NCCc1ccccc1	2.6	-0.1	8.4	1.6	-8.7	-11.0	3.3	0.4	2.4
CCOc1cc(C(=O)OC(C(=O)NC(=O)NC)c2ccccc2)ccc1OCC(=O)N1CCOCC1 (stereo not given)	12.8	-0.4	0.6	-5.8	19.0	1.2	-0.6	0.1	0.7
COc1ccc(-c2cc(C(=O)NNC(=O)c3csc(N4CCOCC4)n3)c3ccccc3n2)cc1OC	17.7	-1.0	-3.4	-25.2	14.7	7.0	-0.1	2.1	16.8
CC(C)C(=O)NC(=S)Nc1ccccc1C(F)(F)F	-9.3	2.1	6.5	3.9	-6.6	-3.4	6.6	-1.7	0.2
O=C1[C@H](Cc2ccccc2)NCC=CC[C@H](c2ccc(Cl)cc2)N1Cc1ccccc1	5.9	5.2	3.4	-6.0	13.4	-6.2	/	-4.0	5.9

11 entries from above, sorted by SMILES length, low to high:
SMILES	CHRM5 antagonist	CRFR2-BP ag	CHRM4 PAM	CHRM5 PAM	CRFR2-BP antag	M4 antag	IDE inh	CHRM5 agonist	CHRM4 agonist
Cc1cccc2c(N)c3c(nc12)CCCC3 (tested in a mixture with another compound)	5.0	-0.6	-3.0	4.4	-11.1	9.2	/	-3.5	0.2
O=C(CC1CCCC1)NNC(=O)c1ccc(Br)cc1	10.7	0.0	1.0	-9.5	-4.7	0.7	-3.0	0.3	2.0
CC(C)C(=O)NC(=S)Nc1ccccc1C(F)(F)F	-9.3	2.1	6.5	3.9	-6.6	-3.4	6.6	-1.7	0.2
COc1cccc(-n2cnnc2SC(C)C(=O)NC2CCCC2)c1 (stereo not given)	-13.7	-0.8	1.9	5.4	-15.5	5.0	-0.7	3.4	0.4
CC(C)(C)NC(=O)Cc1ccc(S(=O)(=O)N2CCCC2)s1	-5.0	-0.2	4.6	6.2	-11.9	8.7	-0.1	1.8	-0.2
OCCN1CCN(c2nc(-c3ccccc3)c3cc(Br)ccc3n2)CC1	0.5	0.1	0.0	-3.3	-13.5	-6.8	-0.5	-3.6	1.8
Cn1c(=O)c2c(nc(Cl)n2CC(=O)NC2(C#N)CCCCC2)n(C)c1=O	-8.0	-1.8	-5.2	-1.3	4.3	6.6	-2.8	-6.3	-0.3
O=S(=O)(c1ccc(Cl)c(NC(=S)Nc2ccccc2N2CCOCC2)c1)N1CCOCC1	6.4	-1.0	7.8	-3.7	3.5	6.4	5.2	-5.8	0.5
O=C1[C@H](Cc2ccccc2)NCC=CC[C@H](c2ccc(Cl)cc2)N1Cc1ccccc1	5.9	5.2	3.4	-6.0	13.4	-6.2	/	-4.0	5.9
COc1ccc(-c2cc(C(=O)NNC(=O)c3csc(N4CCOCC4)n3)c3ccccc3n2)cc1OC	17.7	-1.0	-3.4	-25.2	14.7	7.0	-0.1	2.1	16.8
CCCCN(C(=O)c1ccc(Cl)c([N+](=O)[O-])c1)c1c(N)n(CCC)c(=O)[nH]c1=O	-6.9	-1.3	2.2	6.2	9.7	5.2	4.7	-3.1	0.6
